M1 PAM – potentiates human M1 receptor response to acetylcholine; P11229; AID 588819; CHO-K1 hM1, Fluo-8 calcium fluorescence, ACh EC20; 0% = ACh EC20, 100% = maximal ACh; 360,000 tested, 0.088% active; activation, % at 3 µM; in the data active = activation above about 19%, passing the limit was not always enough
Target sequence (P11229 whole entry, looked up): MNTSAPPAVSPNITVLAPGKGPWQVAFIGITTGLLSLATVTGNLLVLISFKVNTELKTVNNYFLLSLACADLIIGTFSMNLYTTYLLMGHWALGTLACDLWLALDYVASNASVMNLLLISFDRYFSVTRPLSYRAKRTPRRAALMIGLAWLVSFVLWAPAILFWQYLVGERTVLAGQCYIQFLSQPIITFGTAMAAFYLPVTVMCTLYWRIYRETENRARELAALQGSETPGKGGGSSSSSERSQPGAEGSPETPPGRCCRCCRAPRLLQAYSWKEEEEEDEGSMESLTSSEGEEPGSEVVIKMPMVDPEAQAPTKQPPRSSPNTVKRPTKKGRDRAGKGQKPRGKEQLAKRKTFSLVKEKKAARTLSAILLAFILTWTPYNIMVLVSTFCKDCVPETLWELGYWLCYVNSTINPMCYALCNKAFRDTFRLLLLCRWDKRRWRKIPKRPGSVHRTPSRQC
TAAR1 agonist – human TAAR1 agonism. AID 624467. CHO RD-HGA16 TAAR1, Fluo-8 calcium fluorescence; vehicle wells 0%, saturating PEA agonist 100%. activation, % at 3 µM. Q96RJ0. 360,000 tested, 0.99% active;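 active = activation above the mean activation of all test compounds in the run plus 3 SD, cut at about 38% in these data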
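System: CHO-derived RD-HGA16 cells with stable Gα16 and human TAAR1 / Times: 17-24 h plating, Fluo-8 75 min 37 °C, 30 min RT / Technique: calcium-sensitive Fluo-8 signal, excitation 470-495, emission 515-575 nm / Measure: % activation relative to PEA EC100 response / Benchmarks: DMSO and PEA EC100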
CHO parental Ca – signal in parental CHO cells, OX1R antagonist counter-screen; 330,000 tested, 0.63% active; inhibition, % at 5.6 µM; AID 463079; parental CHO-K1, ATP-induced calcium, Fluo-8 fluorescence;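 active = inhibition above that plate's mean sample inhibition plus 3 SD, cut at about 26% in these data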;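 also: 0% = ATP-challenged DMSO wells and 100% = DMSO wells without ATP; some compounds past the cut are filed as inactive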
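Assay system – parental CHO cells · Reagent – ATP stimulus · Detection – intracellular calcium via Fluo-8 no-wash fluorescent dye · Evaluation – percent inhibition of ATP-evoked calcium rise, normalized to controls · Controls – ATP wells versus no-ATP DMSO wells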
OXTR agonist – human OXTR agonism | activation, % at 3 µM | 320,000 tested, 0.32% active | CHO-OTR cells, Fluo-8 calcium fluorescence; normalized: DMSO 0%, oxytocin 100% | P30559 | AID 2435;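 active = activation above the mean of all tested compounds plus 3 SD, cutoff set per screening run, cut at about 20% in these data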;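 also: peak over basal fluorescence ratio from a 100 s FLIPR kinetic read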
V1aR counter – counter-screen for oxytocin receptor agonists: human V1a receptor agonists. P37288. CHO-V1R cells, Fluo-8 calcium fluorescence, agonist mode; 0% DMSO, 100% 3 nM vasopressin. activation, % at 3 µM. 320,000 tested, 0.25% active. AID 2797;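 active = activation above the mean activation of all tested compounds plus 3 SD, per screening run, cut at about 20% in these data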;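 also: signal is peak over basal fluorescence ratio across a 100 second FLIPR read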
Target sequence (P37288 whole entry, looked up): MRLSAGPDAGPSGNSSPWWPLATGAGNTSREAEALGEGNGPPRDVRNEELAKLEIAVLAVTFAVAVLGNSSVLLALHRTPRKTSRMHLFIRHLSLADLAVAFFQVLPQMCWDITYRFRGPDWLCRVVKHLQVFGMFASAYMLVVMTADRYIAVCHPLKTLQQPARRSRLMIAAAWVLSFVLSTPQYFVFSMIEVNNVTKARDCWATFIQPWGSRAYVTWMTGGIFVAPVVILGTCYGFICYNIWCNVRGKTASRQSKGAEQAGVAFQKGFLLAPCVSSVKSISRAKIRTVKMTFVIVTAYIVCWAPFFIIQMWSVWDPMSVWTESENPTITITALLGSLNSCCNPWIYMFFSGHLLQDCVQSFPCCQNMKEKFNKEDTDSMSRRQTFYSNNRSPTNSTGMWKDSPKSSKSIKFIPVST
M1 antag – blocks human M1 muscarinic receptor; CHO-K1 hM1, Fluo-8 calcium fluorescence, ACh EC80 antagonist; inhibition, % at 3 µM; P11229; 360,000 tested, 1.3% active; AID 588852;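 active = percent inhibition above its own plate's cutoff, namely the mean of that plate's compound wells plus 3 SD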;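 also: peak over basal fluorescence ratio during 140 s after agonist addition; 0% = ACh EC80 plus DMSO and 100% = DMSO alone without agonist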
TAAR1 antag – human TAAR1 antagonism; 360,000 tested, 1.5% active; CHO RD-HGA16 TAAR1, Fluo-8 calcium fluorescence, antagonist; inhibition, % at 3 µM; Q96RJ0;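 active = inhibition above a per-plate cutoff, the mean inhibition of test compounds on that plate plus 3 SD, cut at about 49% in these data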;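 also: 0% = DMSO plus EC80 beta-PEA response and 100% = DMSO alone without agonist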
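Assay system: CHO-derived RD-HGA16 cells stably expressing human TAAR1 plus Gα16. Timing: 140 s kinetic read after compound, 140 s after agonist. Technique: kinetic Fluo-8 calcium fluorescence measurement. Measure: % inhibition of agonist calcium response.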
CHRM1 agonist – activates human CHRM1 receptor | P11229 | CHO-K1 hM1, Fluo-8 calcium fluorescence, agonist mode; 0% DMSO, 100% acetylcholine EC100 | activation, % at 3 µM | 360,000 tested, 0.33% active | AID 588814;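 active = activation above the run's mean compound activation plus 3 SD, cut at about 16% in these data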;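 also: peak over basal fluorescence ratio within a 140 s kinetic read after compound addition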
OXTR potentiator – potentiates the human oxytocin receptor response; P30559; CHO-OTR cells, Fluo-8 calcium fluorescence, potentiator mode; 0% = oxytocin EC15, 100% = EC100; AID 2445; activation, % at 3 µM; 320,000 tested, 0.061% active;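 active = activation above that plate's cutoff, the mean activation of tested compounds plus 3 SD, cut at about 6.6% in these data, passing the limit was not always enough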;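 also: 100% uses oxytocin at 75 nM as the full agonist control; some results filed as inactive read as strong as hits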
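Material: CHO-OTR cells, human receptor; compound dosing: single dose, 3.0 µM nominal final compound concentration; schedule: 6 min compound pre-incubation at room temperature, 100 s kinetic read; measured by: kinetic Fluo-8 calcium fluorescence; read-out basis: % activation vs EC15 and EC100 oxytocin; controls: EC15 oxytocin alone as 0%, 75 nM oxytocin as 100%; replicates: singlicate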
Numbers without * were called inactive; . = not tested or not shown.

| Compound | M1 PAM | TAAR1 agonist | CHO parental Ca | OXTR agonist | V1aR counter | M1 antag | TAAR1 antag | CHRM1 agonist | OXTR potentiator |
| --- | --- | --- | --- | --- | --- | --- | --- | --- | --- |
| COc1cc(/C=N/NC(=O)CCn2cnc(-c3ccccc3)c2-c2ccccc2)ccc1O | 2 | 2 | -18 | -2.0 | -0.3 | -2 | 16 | -2 | -3 |
| Cc1ncc([N+](=O)[O-])n1CCOC(=O)Nc1ccc([N+](=O)[O-])cc1 | 3 | 4 | -9 | 0.9 | 1.5 | -7 | 2 | -4 | -2 |
| CCOC(=O)C(Cc1c[nH]c2ccc([N+](=O)[O-])cc12)(NC(C)=O)C(=O)OCC | 1 | 3 | . | . | . | -4 | -5 | 2 | . |
| CC(=O)C1=C(C)NC(SCC(=O)c2ccc(F)cc2)=C(C#N)C1CC(C)C (configuration not stated) | 1 | 10 | -27 | -1.0 | 0.2 | -1 | -12 | -3 | -5 |
| COc1cc2oc(=O)cc(CN3CCN(C(C)=O)CC3)c2cc1Cl | 0 | 9 | . | . | . | -13 | -36 | -4 | . |
| Cc1ccnc(NC(=O)c2ccccc2NC(=O)c2ccccc2)c1 | 1 | 0 | -10 | -1.1 | -1.0 | -1 | -8 | -4 | -6 |
| O=[N+]([O-])c1nn(-c2ccc3c(c2)OCCO3)n(O)c1=NCCC1=CCCCC1 | 4 | 0 | -1 | -1.9 | -0.2 | -5 | -9 | -6 | 0 |
| CCc1nc(N2CCC(C)CC2)c2oc3ccccc3c2n1 | -1 | 26 | -30 | -0.8 | -0.5 | 0 | -17 | -8 | -4 |

(more compounds)
| Compound | M1 PAM | TAAR1 agonist | CHO parental Ca | OXTR agonist | V1aR counter | M1 antag | TAAR1 antag | CHRM1 agonist | OXTR potentiator |
| --- | --- | --- | --- | --- | --- | --- | --- | --- | --- |
| Cc1ccccc1C(=O)NC1CCN(CC(=O)Nc2nccs2)CC1 | -3 | 4 | -4 | 0.3 | 0.7 | 5 | -1 | -2 | -2 |
| O=C(Nc1ccc(-c2nc3ccccc3c(=O)o2)cc1)c1ccco1 | -6 | -3 | 4 | 0.5 | 0.4 | 14 | -5 | 0 | -1 |
| COc1cccc(/C=N/NC(=O)CCc2ccccc2)c1 | 7 | 0 | -8 | 0.2 | 4.7 | -7 | -11 | -4 | -8 |
| O=C(CN1C(=O)c2ccccc2S1(=O)=O)NCc1c(F)cccc1F | 7 | 4 | 4 | -0.1 | -0.3 | -1 | -40 | -3 | -4 |
| O=C1CC(c2ccccc2)CC(O)=C1C=Nc1ccc(O)cc1 (configuration not stated) | 8 | 1 | -10 | -0.1 | 0.2 | -7 | -1 | -8 | -20 |
| Cc1ccc(S(=O)(=O)N2CCN(C(=O)c3ccccc3)CC2)cc1 | 7 | 9 | 7 | -0.4 | 0.7 | -8 | -1 | -2 | 0 |
| CC(C)N(O)C(=O)NC(C)(C)C | 1 | 2 | -6 | 1.1 | 0.5 | -16 | -13 | -3 | -13 |
| Cc1c(Cl)cccc1NC(=O)CCN1C(=O)NC(C)(C)C1=O | 0 | 0 | . | . | . | -4 | -6 | 0 | . |

(continued)
| Compound | M1 PAM | TAAR1 agonist | CHO parental Ca | OXTR agonist | V1aR counter | M1 antag | TAAR1 antag | CHRM1 agonist | OXTR potentiator |
| --- | --- | --- | --- | --- | --- | --- | --- | --- | --- |
| COc1ccc(S(=O)(=O)N2CCN(C)CC2)cc1Br | 6 | 1 | -8 | 0.7 | -0.6 | -7 | -2 | -3 | -8 |
| CC1=C(C(=O)OCC2CCCO2)C(c2ccc(O)cc2)NC(=O)N1 (configuration not stated) | 5 | 0 | 4 | -0.1 | 1.2 | -6 | 13 | -5 | -6 |
| CCC1(C)CC(=O)N(c2ccc(F)c(Cl)c2)C(=O)C1 | 0 | 1 | -11 | 0.8 | 1.1 | -8 | -24 | -3 | -6 |
| COc1ccc(N(CC(=O)Nc2ccccc2OC)S(=O)(=O)c2ccc(OC)c(OC)c2)cc1 | 1 | 5 | -20 | -1.6 | 1.8 | -6 | 30 | -6 | -18 |
| COc1ccc(/C=N/Nc2c(Cl)cc(Cl)cc2Cl)cc1CN1CCOCC1 | 11 | -2 | -23 | -1.2 | 0.0 | -11 | -11 | -7 | -1 |
| COc1ccc(-c2noc(CSc3nc4ccccc4c(=O)n3-c3ccc(C)cc3)n2)cc1 | 3 | 0 | -15 | -0.1 | 0.9 | -1 | -18 | -4 | -1 |
| CC(=O)NC(c1ccccc1)c1nc(-c2cccc(C(=O)O)c2)cs1 (configuration not stated) | 2 | 3 | . | . | . | 1 | -17 | -2 | . |
| CC1CCCC(NC(=O)CN2C(=O)c3cccnc3Oc3ccc(Cl)cc32)C1C (configuration not stated) | 25 | 2 | -14 | -1.0 | -1.6 | -21 | -7 | -2 | -8 |

(continued)
Under each structure – M1 PAM | TAAR1 agonist | CHO parental Ca | OXTR agonist | V1aR counter | M1 antag | TAAR1 antag | CHRM1 agonist | OXTR potentiator
COc1ccc(CN2CCN(Cc3cccc(F)c3)CC2)cc1OC
 : 4 | 7 | -7 | -0.1 | 0.9 | -3 | -21 | -7 | -13
O=C(Nc1ccc(N2CCN(C(=O)c3ccco3)CC2)c(Cl)c1)c1cc2ccccc2o1
 : -11 | 16 | 36* | 2.3 | 4.1 | 37* | 84* | 1 | -18
CC(C)CN(CC(C)C)S(=O)(=O)N1CCC(C(=O)NC2CCCCCCC2)CC1
 : 15 | 7 | -9 | -0.2 | -0.6 | -29 | -13 | 3 | -4
O=C(Cc1ccccc1F)NCC(=O)Nc1ccccc1Br
 : 14 | -1 | 0 | 0.5 | -0.6 | -13 | -8 | -3 | 3
CCO[C@H]1OC(C(=O)NCc2nc3ccccc3[nH]2)=C[C@@H](C2CC2)[C@@H]1CCCO
 : 8 | 4 | -6 | -0.9 | -0.2 | -3 | 11 | -2 | -8
CC(O)(c1ccccc1)c1nc(-c2ccccc2)cs1 (configuration not stated)
 : 3 | -2 | . | . | . | 1 | -1 | -4 | .
Cc1cccc(NC(=O)CN2CCC(C(=O)c3ccc4c(c3)OCCO4)CC2)c1
 : -6 | 1 | -1 | 3.5 | 8.4 | 7 | 1 | -4 | -12
CNC(=O)C(=O)NCCC1CCCCN1S(=O)(=O)c1cccs1 (configuration not stated)
 : 11 | 4 | 7 | -0.3 | 0.5 | 4 | -12 | 7 | -8
COc1ccccc1NC(=O)CSc1nnc(COc2ccc(Cl)cc2)n1Cc1ccco1
 : 6 | 4 | -15 | 1.6 | 3.9 | -6 | 36 | 3 | -16
CC(=O)c1c(C)nc(-c2ccc(Cl)cc2)nc1N=CN(C)C
 : 8 | 1 | -14 | -1.1 | -0.3 | -11 | -7 | -4 | -11
CC(=O)c1cc(NC(=O)c2ccccc2)c(=O)oc1/C=C/N(C)C
 : -7 | 31 | -6 | 9.2 | 4.5 | 10 | 9 | 0 | -1
CCOC(=O)C1CCN(c2nc(-c3ccccc3)nc3c2oc2ccccc23)CC1
 : 8 | -1 | -11 | 0.8 | -0.6 | -4 | -30 | -3 | -4
CCc1ccc(-c2cc(C(F)(F)F)n3nc(C(=O)Nc4cnn(Cc5ccccc5C)c4)cc3n2)s1
 : 8 | 5 | -9 | 0.8 | 0.2 | -4 | -1 | -4 | -10
Cc1ccc(CNC(=O)C(CCC(N)=O)NC(=O)OCc2ccccc2)cc1 (configuration not stated)
 : 8 | -2 | -17 | 0.4 | -0.5 | -9 | 3 | -5 | 2
Cc1cccc(NC(=O)COc2nsnc2N2CCOCC2)c1
 : -6 | 7 | -3 | 0.8 | 0.5 | 7 | -12 | -3 | -8
COc1cc(=O)[nH]c(SCc2c(F)c(F)c(F)c(F)c2F)n1
 : 4 | 3 | -6 | 0.3 | 0.2 | -9 | 9 | 0 | 1
CC[C@]12c3[nH]c4ccccc4c3CCN1C(=O)C(CC(=O)NC/C=C(\C)CCC=C(C)C)C[C@@H]2C(=O)N1CCN(C(=O)c2ccco2)CC1 (some centres not stated)
 : 8 | -1 | -23 | -0.1 | -0.1 | -10 | 22 | -9 | -8
O=C(c1ccc2c(c1)OCO2)C1CCCN(Cc2c(F)ccc(F)c2F)C1 (configuration not stated)
 : -24 | -5 | -13 | -1.9 | -1.8 | 88* | -15 | -6 | -21
Cc1cc(=O)c(C(=O)O)nn1-c1ccccc1
 : 6 | 6 | 0 | 0.3 | -0.3 | -2 | -26 | -4 | -9
CCN(CC(=O)NC(C)C)C(=O)CCNC(=O)c1ccc(Cl)cc1
 : 16 | 10 | -1 | 1.8 | 1.5 | -11 | 7 | -6 | -2

Next section; the last five above are carried over.
Under each structure – M1 PAM | TAAR1 agonist | CHO parental Ca | OXTR agonist | V1aR counter | M1 antag | TAAR1 antag | CHRM1 agonist | OXTR potentiator
COc1cc(=O)[nH]c(SCc2c(F)c(F)c(F)c(F)c2F)n1
 : 4 | 3 | -6 | 0.3 | 0.2 | -9 | 9 | 0 | 1
CC[C@]12c3[nH]c4ccccc4c3CCN1C(=O)C(CC(=O)NC/C=C(\C)CCC=C(C)C)C[C@@H]2C(=O)N1CCN(C(=O)c2ccco2)CC1 (some centres not stated)
 : 8 | -1 | -23 | -0.1 | -0.1 | -10 | 22 | -9 | -8
O=C(c1ccc2c(c1)OCO2)C1CCCN(Cc2c(F)ccc(F)c2F)C1 (configuration not stated)
 : -24 | -5 | -13 | -1.9 | -1.8 | 88* | -15 | -6 | -21
Cc1cc(=O)c(C(=O)O)nn1-c1ccccc1
 : 6 | 6 | 0 | 0.3 | -0.3 | -2 | -26 | -4 | -9
CCN(CC(=O)NC(C)C)C(=O)CCNC(=O)c1ccc(Cl)cc1
 : 16 | 10 | -1 | 1.8 | 1.5 | -11 | 7 | -6 | -2
O=C(COc1ccc(Cl)cc1)NCc1nnc(SCC(=O)NCC2CCCO2)o1 (configuration not stated)
 : 11 | 12 | 1 | 0.0 | -0.1 | -15 | -4 | -5 | -2
COc1cc2[nH]c(=O)n(CCCCCC(=O)NCCCN3CCCC3=O)c(=O)c2cc1OC
 : 9 | 2 | -3 | 0.4 | 2.0 | -7 | 13 | -4 | -2
CC(c1ccccc1)n1c(-c2ccccc2F)n[nH]c1=S (configuration not stated)
 : -1 | -1 | -1 | -1.8 | 0.0 | 9 | -26 | -8 | 8
CCOc1ccc(N(CC(=O)Nc2ccccc2F)S(=O)(=O)c2c(C)[nH]c(=O)[nH]c2=O)cc1
 : 3 | 3 | 17 | 0.3 | 0.7 | 2 | -11 | -1 | -5

Source: PubChem BioAssay
